# RGS4 inhibitor = human RGS4 inhibition. P49798. Transcreener GDP fluorescence polarization, RGS4-accelerated GTP hydrolysis. Potency, µM (doses to about 114 µM), without a hit: top-dose activity change, negative = inhibition, usual class: inhibitors. 390,000 tested, 0.039% active; also: potency is read from the fitted curve at half-maximal effect; % is scaled to controls: 0 for no effect and ±100 for the full control effect; nearly all actives have a fitted effect of over 75% in size; some results filed as inactive show a strong effect at the top dose
# Target sequence (P49798 whole entry, looked up): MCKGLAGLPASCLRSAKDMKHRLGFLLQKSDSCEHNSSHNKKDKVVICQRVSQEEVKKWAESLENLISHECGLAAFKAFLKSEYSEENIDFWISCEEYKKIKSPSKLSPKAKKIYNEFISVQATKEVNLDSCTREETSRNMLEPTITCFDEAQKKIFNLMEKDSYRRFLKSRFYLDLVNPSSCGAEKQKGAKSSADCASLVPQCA
#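 MLSMR compounds (23 nl, pin-transferred) preincubated 10 min at room temperature with a 500nM (2x) first reagent, then RGS4 at 900nM (2x) plus Transcreener GDP mix added; fluorescence polarization (620/688 nm) read before and after 90 min at 30 °C.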
# POLH inh = blocks human DNA polymerase eta activity. Q9Y253. 390,000 tested, 1.2% active. recombinant Pol eta, fluorescent DNA replication assay. Potency, µM (top dose mostly 114 µM), inactives show at the top dose activity change, negative = inhibition, actives largely listed as inhibitors; also: potency is read from the fitted curve at half-maximal effect; % is scaled to controls: 0 for no effect and ±100 for the full control effect
#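 Pol eta (10 nM) was preincubated with compounds for 15 min at room temperature, after which fluorescent replication substrate (50 nM final) was added to start the reaction. Fluorescence was read kinetically at 0 and 10 min.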
# Anesthetic bind = candidate novel general anesthetic via apoferritin binding | 350,000 tested, 0.074% active | AID 485281 | apoferritin/1-aminoanthracene competitive binding, fluorescence | Potency, µM (top dose mostly 77.5 µM), without a hit: at the top dose activity change, negative = displacement, most hits filed as inhibitors; also: potency is read from the fitted curve at half-maximal effect; % is scaled to controls: 0 for no effect and ±100 for the full control effect; nearly all actives have a fitted effect of over 20% in size
# Target sequence (P02791 2-175 limits assumed): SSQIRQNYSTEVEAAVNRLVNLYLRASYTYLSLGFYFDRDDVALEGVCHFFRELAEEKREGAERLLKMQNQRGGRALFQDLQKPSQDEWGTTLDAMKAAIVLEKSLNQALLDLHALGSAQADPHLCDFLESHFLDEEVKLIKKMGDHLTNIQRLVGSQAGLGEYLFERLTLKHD
#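 Apoferritin-based anesthetic binding model; compound displacement of fluorescent 1-AMA measured as endpoint fluorescence after 10 minutes at room temperature, scaled to free-ligand and complex controls.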
# ERG Ets-DNA blk = inhibitors of human ERG Ets domain-DNA interaction. fluorescence polarization, His-ERG Ets domain / labelled DNA. Potency, µM (doses to about 76.9 µM), without a hit: at the highest dose FP activity, negative = inhibition, usual class: inhibitors. 370,000 tested, 0.028% active. AID 624246; active = well fitted inhibition curve with a large enough effect in the polarisation, with a control signal flat; inconclusive = small, poorly fitted or top-dose-only effect, or effect the other way, or a change in a side signal; inactive = no such curve, though single readings can be large or run the other way; the % refers to the polarisation;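 also: polarization taken with two DNA probes labelled with fluorescein and Texas red; potency is read from the fitted curve at half-maximal effect; % of control where 0% means no effect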
#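 His-tagged ERG Ets domain (1 uM in the protein solution; 300mM KCl, 50mM Tris-HCl, 1mM EDTA, 1mM DTT, pH 7.5) received compound, then a probe mix of 5 nM fluorescein-DNA and 100nM Texas-615-DNA. Fluorescence polarization was read for both dyes.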
# LDHA inh = blocks human lactate dehydrogenase A | P00338 | purified LDHA, NADH/diaphorase-resazurin fluorescence; active compounds read low | activity change, % (values are at about 110 or 230 µM) | 480,000 tested, 0.15% active; in the data active = activity change below about -30%; inconclusive = mostly about -25% to -30%;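 also: plate controls were DMSO wells for no effect and wells without enzyme for full effect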
#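 Human LDH5 at 2 nM final in Tris HCl pH 7.4 with 0.06 mM NADH and 0.2 mM pyruvate, reacted 5 minutes at room temperature. Remaining NADH coupled via diaphorase/resazurin; resorufin fluorescence read at 0 and 20 minutes, normalized to enzyme-free and DMSO wells.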
# POLK inh = DNA polymerase kappa (human) inhibition | Q9UBT6 | purified Pol kappa, fluorescent DNA synthesis assay, 10 min | Potency, µM (highest dose often 107 µM), without a hit: at the top dose activity, negative = inhibition, actives largely listed as inhibitors | 400,000 tested, 0.53% active | AID 588579; also: potency is read from the fitted curve at half-maximal effect; % is scaled to controls: 0 for no effect and ±100 for the full control effect
#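 10 nM Pol kappa preincubated 15 min at room temperature with compounds, then reaction started with substrate at 50 nM final. Fluorescence read kinetically at 0 and 10 min; buffer-only wells served as negative control.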
# POLB inh = DNA polymerase beta (human) inhibition | P06746 | 340,000 tested, 1.3% active | Potency, µM (top dose mostly 114 µM), for the others: at the highest dose activity change, negative = inhibition, actives largely listed as inhibitors | Pol beta primer extension/strand displacement, fluorescence kinetic; also: potency is read from the fitted curve at half-maximal effect; % is scaled to controls: 0 for no effect and ±100 for the full control effect
#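 Pol beta (10 nM) and compounds were preincubated 15 min at room temperature, then 50 nM substrate (final) started primer extension/strand displacement. Reads were taken at 0 and 10 min; concentration-response data were fitted to a four-parameter Hill equation.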
# 12-LOX inh = ALOX12 (human) lipoxygenase inhibition; P18054; purified 12hLO, xylenol orange hydroperoxide absorbance; Potency, µM (top dose mostly 108 µM), without a hit: at the highest dose activity change, negative = inhibition, actives largely listed as inhibitors; 580,000 tested, 1.1% active; also: potency is read from the fitted curve at half-maximal effect; % is scaled to controls: 0 for no effect and ±100 for the full control effect
# Target sequence (P18054 whole entry, looked up): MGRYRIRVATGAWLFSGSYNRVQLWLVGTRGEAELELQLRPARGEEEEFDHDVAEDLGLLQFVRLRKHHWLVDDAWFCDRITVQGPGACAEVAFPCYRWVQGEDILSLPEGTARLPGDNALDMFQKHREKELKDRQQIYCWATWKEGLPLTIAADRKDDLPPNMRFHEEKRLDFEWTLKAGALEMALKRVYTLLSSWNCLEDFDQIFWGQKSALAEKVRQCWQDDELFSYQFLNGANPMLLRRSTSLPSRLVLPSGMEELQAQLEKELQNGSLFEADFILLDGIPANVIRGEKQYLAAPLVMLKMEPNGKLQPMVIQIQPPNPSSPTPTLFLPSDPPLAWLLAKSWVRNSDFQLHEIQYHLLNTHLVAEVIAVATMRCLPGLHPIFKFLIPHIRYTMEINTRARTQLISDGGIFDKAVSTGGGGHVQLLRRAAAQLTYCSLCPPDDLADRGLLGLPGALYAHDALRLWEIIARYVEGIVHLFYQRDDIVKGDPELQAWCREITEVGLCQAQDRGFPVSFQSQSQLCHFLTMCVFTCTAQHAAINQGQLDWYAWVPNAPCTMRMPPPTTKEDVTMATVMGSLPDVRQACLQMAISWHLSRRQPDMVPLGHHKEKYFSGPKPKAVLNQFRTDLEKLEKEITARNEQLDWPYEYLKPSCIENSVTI
#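 Purified human 12hLO (150 nM final) in 25 mM Hepes, 0.01% Triton X-100, pH 7.0 was preincubated 15 min at room temperature with compound. Then 40 uM arachidonic acid was added, 30 min. Hydroperoxide was read by Fe-XO absorbance ratio 573/405 nm.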
# APEX1 inh = APE1 (human) endonuclease inhibition | P27695 | recombinant APE1, TAMRA/BHQ-2 abasic DNA cleavage fluorescence | Potency, µM (doses to about 65.8 µM), inactives show top-dose activity change, negative = inhibition, most hits filed as inhibitors | 350,000 tested, 0.35% active | AID 2517;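 also: potency is read from the fitted curve at half-maximal effect; plate controls were vehicle for no effect and reference inhibitor for full effect; nearly all actives have a fitted effect of over 55% in size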
#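 Activity was derived from the fluorescence gain between first and third kinetic reads (60 s intervals, ex 525/em 598 nm) after 50 nM THF-abasic TAMRA/BHQ-2 duplex was added to 0.75 nM APE1 preincubated 15 min with compound.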
# * hit, by the source's call; u = inconclusive; x = no result given; & = joins results of further samples; [ ] = dose if it differs, or a comment. Unless noted, calls follow the shape of the dose curve; as a rule, active = well fitted curve in the direction sought with a large enough effect; inconclusive = small, poorly fitted or top-dose-only effect, or another doubt; inactive = no such curve, though single readings can be large; an effect the other way counts as inactive or inconclusive. This is a subset; count on the stated rates, not on these rows.
SMILES,RGS4 inhibitor,POLH inh,Anesthetic bind,ERG Ets-DNA blk,LDHA inh,POLK inh,POLB inh,12-LOX inh,APEX1 inh
COc1ccc2[nH]cc(C3N4CC5(C)CN3CC(C)(C4)C5=O)c2c1 (centres undefined),17.7%,-1.2%,-7.1%,-15.9%,-3.0&-13.4,4.0%,6.6%,16.5%&42.0%,-0.3%
O=C(NN1C(=O)c2ccccc2C1=O)c1ccc2c(c1)C(=O)N(CC1CCCO1)C2=O (centres undefined),8.8%,-4.4%,4.4%,12.5%,-1.2,-6.1%,3.5%,-7.0%,-0.5%
COC(=O)C(C(=O)OC)C(C[N+](=O)[O-])c1ccc(OC)c(OC)c1 (centres undefined),-21.1%,-20.1%,-9.2%,-8.3%,-4.9,-4.3%,1.1%,0.0%,0.4%
COc1cccc(-n2nnnc2SCC(=O)Nc2cccc(NC(C)=O)c2)c1,-7.1%,-1.6%,-21.6%,x,1.5,-4.4%,19.0%,17.1%,1.4%
O=C(NCCOc1ccccc1)c1ncn[nH]1,-0.1%,-19.5%,-7.1%,6.2%,-17.8,3.2%,-1.1%,-78.2%,0.0%
O=Cc1cn(CC(=O)N2CCCCC2)c2ccccc12,-19.8%,-16.2%,-3.5%,-2.8%,-5.1,-4.8%,54.6%,-2.7%,17.0%
CN(C)c1ccc(C(c2ccc(N(C)C)cc2)C(O)c2ccccc2)cc1 (centres undefined),-31.0%,u,x,-11.0%,4.3,-7.9%,x,u,x
CCC(Sc1nc(-c2ccccc2F)nc2c1Cc1c(CO)cnc(C)c1O2)C(=O)Nc1cc(C)ccc1C (centres undefined),-7.1%,-18.3%,-11.1%,6.6%,-3.7,-19.8%,u,-0.7%,x
O=C1C(CSCc2ccccc2)NC(=S)N1c1ccccc1 (centres undefined),-25.6%,-10.8%,-8.7%,-14.0%,-3.3,13.1%,3.4%,0.0%,-1.1%
CC(Oc1ccc(Br)cc1)C(=O)NCC1(N2CCCCC2)CCCCC1 (centres undefined),11.1%,-3.4%,x,7.4%,1.5,-0.4%,x,9.6%,20.4%
CC(=O)Nc1ccc(S(=O)(=O)NCCC(=O)Nc2cccc(Cl)c2)cc1,13.7%,-5.3%,-18.0%,-3.2%,5.7,-9.5%,21.6%,-7.0%,27.2%
CC(=O)O[C@@H]1[C@@H](OC(C)=O)[C@H](n2ccc3cc([N+](=O)[O-])ccc32)OC[C@@H]1OC(C)=O,22.9%[11.4 µM],-10.2%,x,1.7%,-3.0,-13.5%,x,u,x
Cc1cc(C)c(S(C)(=O)=O)c(Oc2cccc(C(F)(F)F)c2)n1,14.5%,1.1%,-15.4%,12.2%,-0.9,-11.6%,-1.3%,2.8%,0.4%
CCN1CCN(c2cc(C)c3cc(NC(=O)c4ccc(Br)o4)ccc3n2)CC1,-9.7%,-20.1%,-11.0%,3.2%,1.8,-8.1%,6.4%,-8.6%,7.7%
O=C(CN(Cc1ccccc1)S(=O)(=O)c1ccccc1)NC1CC1,2.3%,-9.8%,3.7%,x,0.0,-5.2%,1.2%,1.4%,7.4%
Cc1ccccc1CN1C(=O)C(C)S/C1=N/N=C/c1ccco1 (centres undefined),-7.1%,-10.1%,2.0%,-6.5%,-12.6,-11.3%,11.2%,u,7.3%
Cc1ccc2c(c1)C(=O)OC(C(=O)Nc1ccc(C(=O)O)cc1)C2 (centres undefined),17.8%,-0.5%,57.1%[activator],u,-5.9,-23.9%,11.1%,-13.9%,x
CCCc1cc(Nc2cccc(OC)c2)n2ncnc2n1,-0.3%,0.6%,0.9%,-11.9%,-2.4,-5.9%,-8.6%,-15.7%,u
COc1ccc(S(=O)(=O)N2CCC(C(=O)N3CCOCC3)CC2)cc1Cl,19.2%,-18.3%,-3.2%,-5.4%,-5.0,5.1%,1.1%,-4.2%,1.5%
CCCn1c2ccccc2c2cnn(CC(=O)N(C)c3ccc(F)cc3)c(=O)c21,-9.2%,-1.2%,-4.9%,9.2%,-3.2,1.8%,-1.4%,-11.2%,x
CCOC(=O)C1=C(COC(=O)c2ncc(Cl)c(Cl)c2Cl)NC(=O)NC1C (centres undefined),-13.1%,-16.0%,x,15.0%,-6.1,-1.1%,x,u,0.1%
COC(=O)c1c(SCC(=O)Nc2cccc(C(F)(F)F)c2)[nH]c2ccccc2c1=O,-17.3%,-3.2%,-6.8%,1.4%,-1.3,0.3%,26.1%,-7.6%,x
COc1cc(/C=N/Nc2nc3ccccc3s2)ccc1O,11.4%,-24.2%,-7.0%,-1.9%,-6.1,-1.1%,0.8%,-10.9%,12.9%
COc1cc(-c2cc3nc4ccccc4n3c(N)c2C#N)cc(OC)c1OC,10.6%,2.5%,87.9%[activator],0.6%,-5.4,-15.9%,1.3%,4.6%,-0.3%
CC(C)=C(NC(=O)c1ccccc1)C(=O)Nc1cccc(C)c1,-10.3%,-7.1%,-10.5%,11.0%,-1.3,11.9%,0.1%,0.7%,-11.0%
Cc1nn(C(=O)N2CCOCC2)c(C)c1C,2.8%,-6.5%,6.2%,0.2%,-5.5,-21.1%,-7.1%,0.0%[57.4 µM],10.2%
COc1nc(-c2ccccc2)nc(C)c1CC(=O)O,16.0%,4.6%,1.1%,-3.9%,-4.3,-16.5%,-9.9%,2.6%,6.0%
N#CCC(=O)Nc1ccc(C(=O)Nc2ccc3c(c2)OCO3)cc1,13.0%,u,x,0.7%,1.6,-4.7%,x,18.2%,-2.2%
N#Cc1ccccc1Cn1c(-c2cscn2)nc2ccccc21,-7.5%,-16.6%,-2.3%,-8.0%,-5.5,-19.0%,1.9%,0.0%,9.6%
CN(C)S(=O)(=O)c1cc(NC(=O)COC(=O)c2nc(Cl)ccc2Cl)ccc1Cl,25.1%,-10.1%,x,-7.2%,-17.8,-13.8%,x,-19.6%,-11.1%

# Of the compounds above, these have an NH in an aromatic ring:
SMILES,RGS4 inhibitor,POLH inh,Anesthetic bind,ERG Ets-DNA blk,LDHA inh,POLK inh,POLB inh,12-LOX inh,APEX1 inh
COc1ccc2[nH]cc(C3N4CC5(C)CN3CC(C)(C4)C5=O)c2c1 (centres undefined),17.7%,-1.2%,-7.1%,-15.9%,-3.0&-13.4,4.0%,6.6%,16.5%&42.0%,-0.3%
O=C(NCCOc1ccccc1)c1ncn[nH]1,-0.1%,-19.5%,-7.1%,6.2%,-17.8,3.2%,-1.1%,-78.2%,0.0%
COC(=O)c1c(SCC(=O)Nc2cccc(C(F)(F)F)c2)[nH]c2ccccc2c1=O,-17.3%,-3.2%,-6.8%,1.4%,-1.3,0.3%,26.1%,-7.6%,x

# (more compounds)
SMILES,RGS4 inhibitor,POLH inh,Anesthetic bind,ERG Ets-DNA blk,LDHA inh,POLK inh,POLB inh,12-LOX inh,APEX1 inh
O=C1CN(C(=O)Nc2ccccc2Cl)C(c2ccccc2)c2c(sc3c2CCCC3)N1 (centres undefined),11.8%,-15.5%,-12.3%,-2.8%,-3.1,-11.9%,11.5%,-10.6%,x
Cn1c(=O)c(C(=O)Nc2ccccc2S(N)(=O)=O)c(O)c2ccccc21,-9.8%[11.4 µM],-4.8%,-3.8%,3.2%,0.1,1.8%,0.1%,15.1%,8.8%
COc1cc(CNCCO)ccc1OCC(=O)Nc1ccc(Br)cc1,10.4%,-6.3%,4.6%,1.5%,1.3,-11.0%,2.5%,2.4%,2.8%
CC1(C)CC2CC(C)(CN2S(=O)(=O)c2ccc(F)cc2F)C1 (centres undefined),22.9%,-10.7%,x,-0.3%,-2.2,-11.0%,x,u,8.2%
COc1cc(N2CCCC2)c(OC)cc1/C=C(/C#N)c1ccc(Br)cc1,u,-15.8%,-7.0%,2.6%,25.2,-4.7%,-6.3%,-33.1%,1.0%
O=C(Nc1cccc(C(F)(F)F)c1)Nc1ccc2[nH]c(=O)[nH]c2c1,-1.5%[56.9 µM],4.6%,5.6%,-3.4%,7.4,-17.3%,-4.2%,-10.2%,28.5%
Cc1cc(NC(=O)c2cccc(C)c2[N+](=O)[O-])no1,-2.7%,-14.9%,-15.2%,-5.5%,-5.9,-9.0%,26.2%,5.0%,1.9%
COc1cccc(NC(=S)N2CCN(S(=O)(=O)c3ccccc3)CC2)c1,-21.2%,-2.9%,-8.1%,1.5%,-3.8,-20.6%,0.6%,0.0%,-13.0%
O=S(=O)(N/N=C/c1ccccc1F)c1ccccc1,u,-6.3%,-10.5%,-8.1%,-0.8,6.6%,u,-24.2%,9.1%
COc1ccc(-c2nn(-c3ccccc3)cc2/C=C/C(=O)OCC(=O)Nc2ccccc2C#N)cc1,14.1%,-13.5%,-6.8%,1.4%,-11.3,-4.2%,2.8%,-20.2%,0.3%
Cc1cc(NC(=O)c2ccc(C)c([N+](=O)[O-])c2)no1,-9.9%,-19.3%,-1.9%,3.6%,2.2,0.6%,-0.7%,-1.5%,9.4%
CCCCN(C(=O)CSCc1c(C)noc1C)c1c(N)n(CCC)c(=O)[nH]c1=O,2.5%,-7.5%,-1.1%,-2.0%,-9.4,-9.0%,17.1%,-1.9%,-11.7%
CC(C)Cn1c(Br)nc2c1c(=O)n(CCC#N)c(=O)n2C,40.3%,-1.8%,-17.7%,-8.8%,-2.6,-0.8%,-2.4%,-8.2%,4.0%
